# APP 5'UTR act = activates APP 5'UTR luciferase reporter; SH-SY5Y APP 5'UTR luciferase reporter, luminescence; zero percent = DMSO vehicle wells; activation, % at 2 µM; 190,000 compounds, 1% hits; AID 1276;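 active = activation above a set limit, based on mean plus 3 SD of controls, cut at about 140% in these data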; note: values of inactives mirror those of a sister screen read the other way
# STAT3 activator = increases IL-6 driven STAT3 reporter signal; U3A cells, IL-6 STAT3-luciferase reporter, luminescence; 100% = signal with IL-6 EC80 alone; activation (% of control), % at 5.6 µM; 190,000 compounds, 0.91% hits; AID 871;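 active = activation above the screen-wide mean of compound activation plus 3 SD, cut at about 130% in these data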;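 note: 0% = background luminescence of wells with medium and substrate only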
#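 Material: STAT3-luciferase reporter U3A cells. Controls: IL-6-treated wells, 100% activation. Read-out: % activation versus median of IL-6-stimulated wells. Probe or stimulus: IL-6 stimulus at 33 ng/mL final. Timing: compound 1 h, then IL-6 6 h at 37 °C. Signal: reporter luminescence signal.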
# STAT1 act = activators of IFN-gamma induced STAT1 signaling. 200,000 compounds, 2.6% hits. NIH 3T3 STAT1-luciferase reporter, luminescence; 100% = IFN-gamma alone, no compound. activation (% of control), % at 5.5 µM;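 active = activation above the screen-wide mean activation plus 3 SD, cut at about 130% in these data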;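 note: raw ratio to IFN-gamma control signal so 100% means no change and 0% no light; values of inactives mirror those of a sister screen read the other way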
# NF-kB neuron act = NF-kB expression increase, human neuronal cells; NF-kB reporter expression; active compounds read high; fold change at 12.5 µM; 190,000 compounds, 1.6% hits; in the data active = fold change above about 3.3
# APP transl inh = APP translation inhibition; 190,000 compounds, 0.82% hits; inhibition, % at 2 µM; SH-SY5Y APP 5'UTR-luciferase reporter, luminescence; AID 1285;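 active = inhibition above a set limit, derived from the sample mean plus 3 SD, cut at about 45% in these data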; note: values of inactives mirror those of a sister screen read the other way
# FLuc stim CS = affects firefly luciferase, flagging false hits in luciferase stimulation screens. AID 1027. activation factor at 10 µM. P08659. 200,000 tested, under 10 active. ATPlite luciferase biochemical, luminescence, 10 min; 0 = ATP-free wells, 1 = DMSO control;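 active = luciferase activation factor, scaled between plate controls, of at least 2 with compound at 10 µM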
# Target sequence (P08659 whole entry, looked up): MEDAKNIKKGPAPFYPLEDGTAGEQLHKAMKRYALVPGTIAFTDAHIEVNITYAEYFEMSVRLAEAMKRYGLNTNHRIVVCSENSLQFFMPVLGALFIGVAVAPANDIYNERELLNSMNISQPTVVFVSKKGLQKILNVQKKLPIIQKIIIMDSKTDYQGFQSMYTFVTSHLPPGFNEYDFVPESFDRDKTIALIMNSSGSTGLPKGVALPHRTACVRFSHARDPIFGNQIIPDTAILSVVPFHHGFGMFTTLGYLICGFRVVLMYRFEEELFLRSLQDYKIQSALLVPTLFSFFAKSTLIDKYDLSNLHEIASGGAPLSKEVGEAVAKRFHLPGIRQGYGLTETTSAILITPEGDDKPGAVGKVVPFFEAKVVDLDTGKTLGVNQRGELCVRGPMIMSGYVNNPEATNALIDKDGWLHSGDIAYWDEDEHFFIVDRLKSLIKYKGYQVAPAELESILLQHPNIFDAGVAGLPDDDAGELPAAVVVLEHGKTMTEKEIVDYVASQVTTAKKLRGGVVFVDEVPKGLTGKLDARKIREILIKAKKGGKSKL
#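 Material: Luciferase/luciferin reagent mix | Doses: Test compounds dosed from 2 mM stocks in 100% DMSO | Timing: 10 min incubation after luciferase reagent addition, room temperature | Measured by: Luminescence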
# FLuc inhib CS = Photinus pyralis luciferase inhibition counter-screen | ATPLite firefly luciferase biochemical luminescence, 10 min | inhibition, % at 10 µM | 200,000 compounds, 1.5% hits | AID 1006;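 active = inhibition above about 50% when tested at 10 µM, limit read from the data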
# ROMK mod = modulates human ROMK potassium channel activity | Tet-inducible ROMK, thallium flux fluorescence; actives lie on both sides | B-score at 10 µM | AID 1918 | 130,000 compounds, 2% hits;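 active = signal ratio slope over the read window, or its plate-corrected B-score, at least 3 SD from the plate mean, either direction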;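 note: B-score of the F/F0 ratio slope over 7 to 12 s after thallium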
# Target sequence (P48048 whole entry, looked up): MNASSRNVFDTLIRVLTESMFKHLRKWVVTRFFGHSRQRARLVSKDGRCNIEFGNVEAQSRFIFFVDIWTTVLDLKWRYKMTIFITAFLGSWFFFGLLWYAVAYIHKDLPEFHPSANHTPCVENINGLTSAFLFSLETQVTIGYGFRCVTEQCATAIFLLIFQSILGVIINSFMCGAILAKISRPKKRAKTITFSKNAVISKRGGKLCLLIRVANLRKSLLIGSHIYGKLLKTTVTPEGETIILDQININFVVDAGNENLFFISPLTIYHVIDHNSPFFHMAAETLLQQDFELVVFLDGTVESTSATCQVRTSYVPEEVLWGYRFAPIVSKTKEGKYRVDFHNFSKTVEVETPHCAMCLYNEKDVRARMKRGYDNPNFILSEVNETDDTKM
# STAT3 blocker = STAT3 signaling inhibition | 190,000 compounds, 0.89% hits | AID 862 | U3A cells, IL-6 STAT3-luciferase reporter, luminescence; host cell line lacks STAT1 | inhibition, % at 5.5 µM;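 active = inhibition above the mean inhibition across all screened compounds plus 3 SD, cut at about 44% in these data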;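 note: 0% = DMSO only wells and 100% = 100 µM nifuroxazide control wells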
# STAT1 blocker = reduces IFN-gamma driven STAT1 reporter signal; NIH 3T3 STAT1-luciferase reporter, luminescence; inhibition, % at 5.5 µM; 200,000 compounds, 0.35% hits; AID 920;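 active = inhibition above a set limit, the mean inhibition across all tested compounds plus 3 SD, cut at about 34% in these data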;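 note: 0% = IFN-gamma with DMSO and 100% = IFN-gamma with 300 µM nifuroxazide; values of inactives mirror those of a sister screen read the other way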
# * hit, by the source's call; · = no result given.
SMILES,APP 5'UTR act,STAT3 activator,STAT1 act,NF-kB neuron act,APP transl inh,FLuc stim CS,FLuc inhib CS,ROMK mod,STAT3 blocker,STAT1 blocker
O=C(NCc1ccccc1)C12CN(Cc3ccccc3)CC1C(c1cccc([N+](=O)[O-])c1)=NO2 (configuration not stated),2,99,100,1.1,-2,1.1,-7,·,2,0
CC(=O)N1CCN(c2ccc([N+](=O)[O-])c(NCc3cccnc3)c2)CC1,2,88,103,0.97,-2,1,1,0.46,19,-6
Cc1onc(-c2ccccc2Cl)c1C(=O)NC(=S)NCCc1ccccc1,-9,98,96,1.1,9,1.1,-8,-1.7,1,4
Cc1ccc(S(=O)c2ccc(C)cc2)cc1,2,108,103,1,-2,1,-5,·,-3,-3
O=C(Nc1nc2ccccc2s1)c1ccc(N2CCCCC2)c([N+](=O)[O-])c1,116,74,166*,2.5,-116,1,3,·,30,-72
OC1CCN(Cc2cn(Cc3ccccc3)nc2-c2cc3ccccc3o2)CC1,24,98,100,0.79,-24,1,-5,-1,5,-1
O=C(O)c1ccn(COc2ccc(Br)cc2)n1,5,98,101,1.1,-5,1,2,0.11,7,1
CCOc1ccc(CCNC(=O)C2CC(=O)N(C3CCCC3)C2)cc1OCC (configuration not stated),6,98,100,1.1,-6,1,-3,·,11,0
CC(C)N(C(=O)CSc1nnc(Cc2ccc3c(c2)OCO3)n1C)C(C)C,0,102,101,1.4,0,1,-1,·,-1,-2
O=C1CN(C(=O)COC(=O)/C=C/c2ccc(S(=O)(=O)N3CCOCC3)cc2)c2ccccc2N1,8,100,108,0.89,-8,1.1,-6,·,7,-10
O=C(CNCC1CCCO1)Nc1ccc([N+](=O)[O-])cc1C(=O)Nc1ccccc1F (configuration not stated),-14,110,104,0.69,14,1.1,-11,0.15,-13,-4
O=C(NCc1ccccc1)NCc1cccs1,49,97,105,1.7,-49,1,1,0.32,6,-7
CCOC(=O)c1c(C)[nH]c(C)c1C(=O)CSc1nc2ccccc2n1CCC#N,15,101,90,0.95,-15,1.1,-13,-0.23,0,12
N#CCCN1CCN(C2=NC(=O)/C(=C\c3cccs3)S2)CC1,-2,95,114,1.5,2,0.7,33,-0.31,8,-15
Cc1onc(-c2ccccc2)c1C(=O)N1CCN(c2ncccn2)CC1,0,99,96,1.3,0,1,3,0.58,4,3
CCN(CC)S(=O)(=O)c1ccc(Cl)c(C(=O)Nc2nncs2)c1,-16,96,97,0.93,16,1,-1,·,10,3
O=[N+]([O-])c1ccc(N/N=C/c2ccc[nH]2)cc1,-65,82,90,26*,65*,0.9,8,·,21,12
COc1ccc(C(=O)Nc2ccc(N3CCCC3)cc2)cc1,20,89,101,1.6,-20,0.8,25,-0.99,18,-1
CC1=CC2=NC(=O)/C(=C\c3cn(C)c4ccccc34)C(=N)N2O1,4,92,101,1.1,-4,1.1,-6,·,14,-3
COc1cc(OC)c(NC(=O)CCNC(=O)Cn2cnc3ccccc3c2=O)cc1Cl,-8,96,111,1.2,8,1,1,·,9,-12

# Reprinted from the part before: 2 entries, then new ones.
SMILES,APP 5'UTR act,STAT3 activator,STAT1 act,NF-kB neuron act,APP transl inh,FLuc stim CS,FLuc inhib CS,ROMK mod,STAT3 blocker,STAT1 blocker
CC1=CC2=NC(=O)/C(=C\c3cn(C)c4ccccc34)C(=N)N2O1,4,92,101,1.1,-4,1.1,-6,·,14,-3
COc1cc(OC)c(NC(=O)CCNC(=O)Cn2cnc3ccccc3c2=O)cc1Cl,-8,96,111,1.2,8,1,1,·,9,-12
COc1ccc(NS(=O)(=O)c2cc(NC(=O)C3CCCCC3)ccc2N2CCOCC2)cc1,2,93,84,0.72,-2,1,1,1.6,9,18
O=C(NCc1ccc2c(c1)OCO2)c1cccc([N+](=O)[O-])c1,-21,102,96,1.2,21,1.1,-6,·,7,1
Cc1ccccc1C(=O)NNC(=O)Cc1ccccc1,-8,105,96,0.97,8,1.1,-6,·,-5,4
NCCCC[C@H](NC(=O)C1CCNCC1)c1nnc(CN)o1,1,·,105,0.97,-1,1.1,-6,·,·,-4
O=C(NCC(c1cccs1)N1CCOCC1)c1ccc(Cl)s1 (configuration not stated),-61,96,99,1.6,61*,1.1,-8,-0.13,9,2
CSCCC1NC2(C(=O)Nc3ccc(Cl)cc32)[C@@H]2C(=O)N(C3CCCC3)C(=O)[C@H]12 (some centres not stated),2,116,100,0.73,-2,1.1,-6,0.2,-14,0
O=C(O)c1ccc(/C=N/NC(=S)NC2CCCCC2)cc1,14,99,99,1.4,-14,1,0,-0.32,2,2
CN(C)c1nc(N(C)C)nc(N(C#N)CCOc2ccccc2)n1,18,71,93,1.2,-18,1,-4,-2,37,7
Nn1c(SCC(=O)NC(=O)NC2CCCC2)nnc1-c1ccccc1F,2,104,101,0.92,-2,1,-2,-0.74,4,-1
CC(=O)NC1=C(N(C)C2CCS(=O)(=O)C2)C(=O)c2ccccc2C1=O (configuration not stated),-2,108,108,0.64,2,1,-2,·,-7,-9
O=C(O)c1cccc(-n2cccc2/C=C2\NC(=O)N(Cc3ccc(F)cc3)C2=O)c1,-13,99,94,1.2,13,1.1,-6,0.051,6,4
Cc1ccc(CSc2nncn2-c2ccccn2)cc1,-20,100,93,1.1,20,1.1,-7,·,2,7
COc1ccc(/C=N/N=C2/NC(=O)CC(C(=O)O)S2)cc1 (configuration not stated),13,91,97,0.99,-13,0.9,6,·,13,4
CC(=O)Nc1nnc(SCC(=O)NC(C)(C)C)s1,-13,108,100,1,13,1,-2,1.3,-4,0
CCN1CCSc2ccc(C(=O)Nc3ccc(NC(C)=O)cc3)cc21,16,96,100,0.99,-16,1,-3,·,7,-1
CCn1c2ccccc2c2cc(NC(=O)c3cc(C)on3)ccc21,11,99,104,0.78,-11,1.1,-8,0.02,9,-7
CC(=O)Nc1ccc(NC(=O)CSc2nnc(CNc3ccc(F)cc3)n2CC2CCCO2)cc1 (configuration not stated),27,107,104,1.2,-27,1,-4,-0.0065,-6,-4
Cc1cnc([N+](=O)[O-])n1CCOC(=O)NC(=O)c1cccc(F)c1,18,105,100,1.1,-18,1,-2,0.025,0,0
CCOC(=O)CCCNC(=O)COC(=O)c1cc2ccccc2cc1O,4,110,97,1.1,-4,1,-3,·,-8,3
O=C(O)C1CCN(c2nc(-c3ccccc3)nc3c2oc2ccccc23)CC1,-14,99,90,0.78,14,1,-2,-1,10,11

# Entries from the list above that have an NH in an aromatic ring, in the order listed:
SMILES,APP 5'UTR act,STAT3 activator,STAT1 act,NF-kB neuron act,APP transl inh,FLuc stim CS,FLuc inhib CS,ROMK mod,STAT3 blocker,STAT1 blocker
CCOC(=O)c1c(C)[nH]c(C)c1C(=O)CSc1nc2ccccc2n1CCC#N,15,101,90,0.95,-15,1.1,-13,-0.23,0,12
O=[N+]([O-])c1ccc(N/N=C/c2ccc[nH]2)cc1,-65,82,90,26*,65*,0.9,8,·,21,12

# (further entries)
SMILES,APP 5'UTR act,STAT3 activator,STAT1 act,NF-kB neuron act,APP transl inh,FLuc stim CS,FLuc inhib CS,ROMK mod,STAT3 blocker,STAT1 blocker
O=C(CCc1nc(-c2ccccc2)no1)Nc1cc(C(F)(F)F)ccc1Cl,-22,92,102,0.96,22,1.1,-6,·,14,-1
CC(=O)N1CC=C2C(C#N)=C(N)C(C#N)(C#N)[C@H](c3ccoc3)[C@H]2C1,6,99,97,1,-6,1.1,-6,-0.75,4,3
O=S(=O)(c1cccc(-c2nnc3n2CCCCC3)c1)N1CCCC1,-4,101,103,1.1,4,1,-4,0.83,0,-5
CCOC(=O)Cn1cnc2sc(C(=O)OC)c(C)c2c1=O,17,97,106,1.3,-17,1,-2,-0.013,10,-7
CCOC(=O)COn1c(-c2cccc(Cl)c2)nc2ccc([N+](=O)[O-])cc21,2,94,119,2.1,-2,1,1,·,11,-21
COc1ccc2oc(C)c(C(=O)Cn3ccnc3)c2c1,6,100,108,0.91,-6,1.1,-6,0.33,1,-3
Cc1c(CCC(C)C)c(=O)n2c([nH]c3ccccc32)c1C#N,3,101,96,0.79,-2,1,-2,0.22,4,5
O=C(NCc1ccccn1)c1cc(-n2cnnc2)ccc1Cl,5,99,101,1,-5,1,4,·,4,2
COc1ccccc1N1CCN(C(=O)c2ccoc2C)CC1,7,111,102,0.97,-7,1,-3,0.087,-11,-3
CCOc1ccccc1OCC(=O)Nc1nnc(C)s1,14,99,95,1.3,-14,1.1,-8,0.64,7,5
O=C(COC(=O)c1ccc2ccccc2c1)Nc1ncc(C(F)(F)F)cc1Cl,-17,98,100,0.87,17,1.1,-6,0.036,10,0
O=C(CCCN1CCOCC1)c1ccc2c(c1)OCCO2,101,119,142*,1.4,-101,0.9,5,1.2,-20,-46
O=S(=O)(c1ccc(Cl)cc1)N1CCN=C1SCc1ccc(Cl)c(Cl)c1,-13,101,105,1.1,13,1,-3,·,4,-6
O=C(/C=C/c1cccs1)N1CCN(Cc2ccc3c(c2)OCO3)CC1,-8,111,104,1.1,8,1.1,-5,-1.1,-8,-4
O=C(NCc1cccnc1)c1ccc(-c2ccccc2[N+](=O)[O-])o1,16,108,112,1.5,-16,1,-3,0.011,-6,-14
CSc1cccc(NC(=O)/C=C/c2ccccc2)c1,109,97,133*,2.7,-109,0.6,42,·,5,-36
Cc1ccc(C(O)(c2ccccc2)c2ccccc2C(C)N(C)C)c(C)c1 (configuration not stated),-6,110,101,0.75,6,1.1,-7,·,-8,-1
COc1ccc(OCCNC(=O)/C=C/c2ccccc2)cc1,0,99,109,1.1,0,1,-5,-0.27,6,-8
CCOC(=O)C(C#N)C(c1cccnc1)c1c(C)[nH][nH]c1=O (configuration not stated),-10,107,107,1,10,1,-5,·,-4,-7
Cn1c(=O)c2c(ncn2CC(=O)N(Cc2ccccc2)c2ccccn2)n(C)c1=O,-11,101,106,1,11,1.1,-6,·,-1,-6
COc1ccc(CCNC(=O)C2CC(c3ccc([N+](=O)[O-])cc3)=NO2)cc1 (configuration not stated),21,100,112,1.6,-21,1.1,-6,·,5,-13
Cc1ccc(F)c(NC(=O)/C(C#N)=C(\O)c2ccc(C(C)(C)C)cc2)c1,37,105,127,1.2,-37,0.9,8,5.7*,-6,-29
COc1ccc(CN2CCCC(CNC(=O)c3ccc(F)cc3)C2)c(C)c1C (configuration not stated),-20,98,92,1.2,20,1.1,-13,-0.034,4,7
CCN1C(=O)CSc2ccc(C(=O)OC)cc21,-42,92,92,1.4,42,1,-3,-0.3,9,9
Cc1ccc(C)c(N2C(=O)CS/C2=N\NC(=O)c2ccccc2Cl)c1,21,103,103,1.3,-21,1,0,·,-2,-3
O=C(Cn1c(=O)n2ncnc2c2c3c(sc21)CCCC3)c1ccccc1,18,105,101,1.1,-18,1.1,-8,·,1,-1
COC(=O)c1ccsc1NC(=O)CN1CCN(c2ccc(F)cc2)CC1,-15,102,93,0.86,15,1,-1,·,2,8
Cc1nc(OCc2ccccc2)c2ccccc2n1,6,81,97,1.1,-6,1,-4,·,25,4
CCS(=O)(=O)N1CCN(C(=O)C(c2ccccc2)c2ccccc2)CC1,13,109,96,1.2,-13,1,-3,-0.00014,-3,4
O=C1C(=O)c2ccc(-c3ccccc3)cc2-c2ccccc21,10,85,94,0.87,-10,1,-5,-0.11,21,7
Cc1cc(C)nc(N2CCCC(C(=O)NC(C)C)C2)n1 (configuration not stated),-3,91,95,1.3,3,1,-1,0.15,16,4
COc1ccc(CN2C(=O)c3ccccc3C2C(=O)NC2CCCC2)c(OC)c1 (configuration not stated),7,93,85,1.2,-7,1,0,·,14,15
